Screening results (PubChem BioAssay)
S2 tox: viability counter-screen for ATXN expression inhibitors. S2 cells (HEK-293 line with an ATXN2-luciferase reporter) viability, CellTiter-Fluor protease fluorescence, 24 h. Potency, µM (titrated, usually from 56.7 µM), actives largely listed as cytotoxic. 0.49% of 400,000 active. AID 651635; note: potency is the fitted concentration of half-maximal effect; nearly all actives have a fitted effect of over 40% in size
HT1080NT lethal: kills 2HG-producing HT-1080-NT fibrosarcoma cells; HT-1080-NT fibrosarcoma viability, CellTiter-Glo ATP luminescence, 48 h; Potency, µM (doses to about 46.1 µM), without a hit: at the top dose activity, negative = less viability, usual class: cytotoxic; 1.6% of 360,000 active;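 note: NT is the 2HG producing partner of a matched IDH1 knockdown line; potency is the fitted concentration of half-maximal effect; 0% = DMSO-treated cells and -100% = media-only wells without cells; nearly all actives have a fitted effect of over 55% in size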
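Viability by CellTiter-Glo luminescence after 48 h compound exposure at 37C of HT-1080-NT cells (750/well, RPMI, 5% FBS). % activity scaled between DMSO wells and medium-only wells, then curve-fitted and categorized by curve class.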
MCF10A rereplic: inducers of DNA re-replication in MCF 10A breast cells; MCF 10A DNA re-replication, Hoechst nuclear intensity, 48 h; Potency, µM (highest dose often 46.1 µM), for the others: top-dose activity, positive = re-replication, usual class: activators; 2.9% of 350,000 active; AID 624296; note: potency is the fitted concentration of half-maximal effect; % of control where 0% means no effect; nearly all actives have a fitted effect of over 50% in size
KB-3-1 tox: KB-3-1 parental cell cytotoxicity; KB-3-1 viability, CellTiter-Glo ATP luminescence, 72 h; Potency, µM (top dose mostly 46.1 µM), without a hit: at the top dose activity change, negative = cytotoxic, actives largely listed as cytotoxic; 1.4% of 400,000 active; note: potency is the fitted concentration of half-maximal effect; % is set by controls: 0 for no effect and ±100 for the full control effect; nearly all actives have a fitted effect of over 60% in size
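Here the drug-naive KB-3-1 line serves as comparator for MDR sub-line selectivity; cells received compound titrations, 72 h at 37 °C, then CellTiter-Glo readout.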
SW480 rereplic: inducers of DNA re-replication in SW480 colon cancer cells; SW480 DNA re-replication, Hoechst DNA content imaging, 48 h; Potency, µM (highest dose often 46.1 µM), for the others: at the highest dose re-replication activation, hits mostly activators; 1.8% of 340,000 active; AID 624297; note: potency is the fitted concentration of half-maximal effect; % of control where 0% means no effect; nearly all actives have a fitted effect of over 55% in size
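Compounds, transferred as 23 nL by pin tool, were incubated with cells for 48 hr; DNA content per nucleus was then quantified by Hoechst staining and fluorescence plate imaging.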
HT1080 IDH1KD tx: kills HT-1080 cells with IDH1 knockdown; HT-1080 IDH1 knockdown viability, ATP luminescence, 48 h; Potency, µM (highest dose often 46.1 µM), for inactives: at the highest dose activity, negative = toxicity, usual class: cytotoxic; 2% of 360,000 active; AID 686971;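 note: potency is the fitted concentration of half-maximal effect; 0% = DMSO wells and -100% = cell-free medium wells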
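Viability of IDH1-knockdown HT-1080 fibrosarcoma cells was assessed by CellTiter-Glo after 48 h at 37 °C with titrated compound; concentration-effect curves were classified by fit quality and response size.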
ATXN2 expr inh: reduces ATXN2 reporter expression in HEK-293 cells | HEK-293 ATXN2-luciferase reporter, luminescence, 24 h | Potency, µM (highest dose often 57 µM), inactives show top-dose activity change, negative = inhibition, most hits filed as inhibitors | 0.72% of 360,000 active | AID 1745845; note: potency is the fitted concentration of half-maximal effect; % is set by controls: 0 for no effect and ±100 for the full control effect; nearly all actives have a fitted effect of over 55% in size
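qHTS (up to 57 uM final) was run with 24 h compound exposure of reporter cells at 37 °C. Each well was multiplexed: SteadyGlo luminescence measured ATXN2-luciferase expression after a fluorogenic Gly-Phe-AFC viability readout (25 uM final).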
KB-V1 MDR tox: KB-V1 MDR subline cytotoxicity. Potency, µM (highest dose often 46.1 µM), inactives show at the top dose activity change, negative = cytotoxicity, hits mostly cytotoxic. AID 1347076. KB-V1 MDR cells viability, CellTiter-Glo, 72 h. 3.4% of 400,000 active; note: potency is the fitted concentration of half-maximal effect; % is set by controls: 0 for no effect and ±100 for the full control effect; nearly all actives have a fitted effect of over 60% in size
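Cytotoxicity toward P-gp-expressing KB-V1 cells was determined as loss of CellTiter-Glo luminescence after 72 h at 37 degrees C. Compounds were tested in quantitative HTS format across a concentration range, with curves fitted to normalized data.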
IL-1B inflam inh: inhibitors of inflammasome signaling (IL-1 beta secretion). activity change, % at 57.5 µM. THP-1 LPS/ATP IL-1B secretion, AlphaLISA, 16 h; active compounds read low. 4.7% of 360,000 active; in the data active = activity change below about -50%; inconclusive = mostly about -30% to -49%; note: % is set by controls: 0 for no effect and ±100 for the full control effect
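Secreted IL-1B measured by AlphaLISA bead assay after 16 h compound exposure of THP-1 cells; compounds (final up to 57.5 uM) added 1 h before LPS (250 ng/mL) and ATP (1.25 mM) stimulation; lower signal means less secretion.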
The depositor's hits bear a star; i = inactive; ? = inconclusive; nt = no result given; [ ] = remark or other dose. Unless noted, calls come from the whole dose curve; as a rule, active = well fitted curve in the direction sought with a large enough effect; inconclusive = small, poorly fitted or top-dose-only effect, or another doubt; inactive = no such curve, though single readings can be large; an effect the other way counts as inactive or inconclusive.

molecule	S2 tox	HT1080NT lethal	MCF10A rereplic	KB-3-1 tox	SW480 rereplic	HT1080 IDH1KD tx	ATXN2 expr inh	KB-V1 MDR tox	IL-1B inflam inh
CC(=O)Nc1cc(C(=O)O)ccc1S(=O)(=O)c1ccc(C)cc1	i	5%	-3%	-1%	0%	2%	-4%	15%	-9
COC(=O)Nc1nnc(COc2cccc(C)c2)s1	i	-11%	-2%	8%	-2%	-5%	-19%	-16%	3
Cc1cc(C)c(NC(=O)CS(=O)CC(=O)N2CCN(c3ccccc3)CC2)c(C)c1 (configuration not stated)	i	1%[9.24 µM]	1%	12%	1%	-2%	1%	0%	9
CCCCc1nn2c(=O)cc(COC(=O)c3cccs3)nc2s1	i	nt	nt	5%	nt	nt	15%	0%	nt
COc1cccc2c1OC[C@@H](CO)[C@H]2N(C)C(=O)Nc1ccccc1	i	13%	-23%	10%	3%	6%	-5%	13%	18
O=C(COC(=O)c1ccccc1[N+](=O)[O-])Nc1nnc(-c2ccccc2)o1	i	-3%	1%	-3%	-2%	-3%	-1%	0%	-12
CN(C)CCN(C(=O)C1CCCCC1)c1nc2cc3c(cc2s1)OCCO3	nt	-3%	nt	?	nt	-7%	nt	0%	?
COc1cc(Cl)ccc1OCc1cc(C(=O)N2C[C@H]3CC[C@H]2C3)no1	i	6%	1%	-17%	-4%	8%	85%[activator]	-8%	0
COC(=O)C[C@@H]1C=C[C@@H](NS(=O)(=O)c2cccc(OC)c2)[C@@H](CO)O1	nt	13%	nt	1%	nt	19%	nt	-3%	-6
CC1CN(S(=O)(=O)c2ccccc2)C(C)N1C(=O)N1CCOCC1 (configuration not stated)	i	2%	6%	7%	-17%	3%	14%	-3%	11
CCc1nc2c(OCCc3cccc(OC)c3)cccn2c1N(C)C(=O)c1ccc(OC)cc1	i	0%	nt	-5%	nt	-5%	-17%	?	-29
Cc1ccccc1CC(=O)NCC1CCCCC1	i	3%	-1%	3%	0%	10%	18%	9%	-17
O=C(NCCC(=O)N1CCN(c2cccc(Cl)c2)CC1)c1ccc(Br)cc1	i	-3%	?	5%	2%	?	-18%	23µM*	-55*
COc1ccc(C(=O)NC2CC2)cc1OC1CCN(Cc2cnn(C)c2C)CC1	i	-2%	0%	4%	2%	3%	-1%	17%	1
COC(=O)c1c(NC(=O)C2Cc3ccccc3C(=O)O2)sc2c1CCCC2 (configuration not stated)	i	4%	19%	2%	-6%	1%	-3%	20%	0

Arranged by value in IL-1B inflam inh (high to low): some entries from above
Structure,SW480 rereplic,IL-1B inflam inh
COc1cccc2c1OC[C@@H](CO)[C@H]2N(C)C(=O)Nc1ccccc1,3%,18
COc1ccc(C(=O)NC2CC2)cc1OC1CCN(Cc2cnn(C)c2C)CC1,2%,1
CC(=O)Nc1cc(C(=O)O)ccc1S(=O)(=O)c1ccc(C)cc1,0%,-9
O=C(COC(=O)c1ccccc1[N+](=O)[O-])Nc1nnc(-c2ccccc2)o1,-2%,-12

Following part:
molecule	S2 tox	HT1080NT lethal	MCF10A rereplic	KB-3-1 tox	SW480 rereplic	HT1080 IDH1KD tx	ATXN2 expr inh	KB-V1 MDR tox	IL-1B inflam inh
CNC(=O)/C(C#N)=C/c1ccc(-c2ccccc2[N+](=O)[O-])o1	i	19%	2%	16%	1%	17%	16%	0%	-13
Cn1c(=O)cc(Nc2ccccc2)c2c(=O)n(-c3ccccc3)c(=O)n(-c3ccccc3)c21	i	-10%	3%	10%	11%	9%	-11%	?	nt
O=C1CCC(C(=O)N2CCCC2)CN1CCc1cccc(F)c1 (configuration not stated)	i	2%	1%	0%	-2%	0%	nt	-8%	24
Cc1ccc(C)c(NC(=O)COc2coc(CN3CCc4ccccc43)cc2=O)c1	?	-1%	-1%	-4%	-9%	-3%	-17%	?	-18
CCCn1c(SCC(=O)NC(C)c2ccccc2)n[nH]c1=O (configuration not stated)	i	1%	1%	-13%	-1%	-1%	-21%	6%	1
CC(C)c1nnc(NC(=O)C2c3ccccc3Oc3ccccc32)s1	i	-6%	28%	1%	0%	-4%	4%	1%	8
O=C(Nc1ccccc1)c1c(F)c(F)c(F)c(F)c1F	i	-2%	-1%	2%	14%	0%	-4%	18%	-4
C/C(=N\NC(=O)COc1cc(C)cc(C)c1)c1ccc(N2CCOCC2)cc1	i	21%	1%	12%	-13%	8%	-26%	?	0
CCn1ncc(Br)c1C(=O)Nc1c(C)nn(Cc2c(F)c(F)c(F)c(F)c2F)c1C	i	-1%	-2%	4%	?	-24%	-10%	?	i
Cc1ccc(S(=O)(=O)N2CCOCC2)c(C)c1-n1cnnn1	i	10%	5%	11%	-10%	?	-10%	-8%	5
CC(=O)Nc1cccc(NC(=O)c2cccc(OCc3ccccc3)c2)c1	i	-17%	15%	-1%	-7%	-14%	-19%	-10%	68
Cc1cccc(-n2ncc3c2CCCC3NC(=O)CCCN2CCCCC2=O)c1C (configuration not stated)	i	2%	-1%	8%	2%	-6%	2%	?	16
O=C(N/N=C1\CCSC1)c1cc(Cl)ccc1O	i	-18%	-19%	4%	-2%	?	-22%[11.3 µM]	0%	20
COCCN(C(=O)c1cc(Cl)ccn1)c1c(N)n(Cc2ccccc2)c(=O)[nH]c1=O	i	-5%	-1%	22%	-8%	-1%	6%	-12%	-3
CC(C)CCOc1ccc(/C=C2\CCn3c2nc2cc(C(=O)O)ccc2c3=O)cc1	i	-4%	6%	0%	-6%	10%	-24%	28%	6

Later entries.
The line under a structure holds: S2 tox, HT1080NT lethal, MCF10A rereplic, KB-3-1 tox, SW480 rereplic, HT1080 IDH1KD tx, ATXN2 expr inh, KB-V1 MDR tox, IL-1B inflam inh
> CCOC(=O)C1=C(CSc2nc3ccccc3s2)NC(=O)NC1c1cccc([N+](=O)[O-])c1 (configuration not stated)
    i, ?, 1%, 1%, 16%, ?, -23%, -29%, -17
> Cc1ccc(-n2nc(C(=O)NN)c(C)c(C#N)c2=O)cc1Cl
    i, 1%, 3%, 1%, 0%, 11%, -8%, -5%, 11
> CC(=O)Nc1nc(C=C(Cl)Cl)cs1
    i, -2%, 7%, 6%, -7%, -1%, 7%, 20%, 3
> COCCN(C(=O)COC(=O)c1ccccc1Nc1ccccc1)c1c(N)n(Cc2ccccc2)c(=O)[nH]c1=O
    ?, ?, ?, ?, 3%, ?, ?, 1%, -53*
> CCc1ccccc1NC(=O)CN(c1ccccc1OC)S(=O)(=O)c1ccc(C)cc1
    i, nt, nt, 10%, nt, nt, -17%, -14%, nt
> CC(C)Nc1nc(Cl)nc(NNC(=O)C(C)Oc2ccccc2)n1 (configuration not stated)
    i, 3%, 2%, 5%, -5%, 3%, -3%, -20%, 15
> O=C(CCCC1=NS(=O)(=O)c2ccccc2N1)N1CCN(c2ccccc2)CC1
    i, 2%, 5%, 19%, -3%, 11%, 4%, 31%, -4
> O=C(NCC1CCCO1)c1ccccc1 (configuration not stated)
    i, 5%, 1%, 4%, -3%, 5%, -5%, 1%, 18
> O=C(CNC(=S)N(Cc1ccccc1F)C1CCCCC1)NC1CC1
    i, 7%, 23%, -15%, -4%, 8%, -7%, 6%, 1
> CC(C)(C)NC(=O)NC(=O)CN1CCN(c2ccccc2O)CC1
    i, 11%, 2%, 9%, -7%, 12%, -16%, 2%, -2

3 entries out of the list, ordered by heavy-atom count, ascending.
The line under a structure holds: S2 tox, HT1080NT lethal, MCF10A rereplic, KB-3-1 tox, SW480 rereplic, HT1080 IDH1KD tx, ATXN2 expr inh, KB-V1 MDR tox, IL-1B inflam inh
> O=C(NCC1CCCO1)c1ccccc1 (configuration not stated)
    i, 5%, 1%, 4%, -3%, 5%, -5%, 1%, 18
> CCc1ccccc1NC(=O)CN(c1ccccc1OC)S(=O)(=O)c1ccc(C)cc1
    i, nt, nt, 10%, nt, nt, -17%, -14%, nt
> COCCN(C(=O)COC(=O)c1ccccc1Nc1ccccc1)c1c(N)n(Cc2ccccc2)c(=O)[nH]c1=O
    ?, ?, ?, ?, 3%, ?, ?, 1%, -53*

(cont.)
The line under a structure holds: S2 tox, HT1080NT lethal, MCF10A rereplic, KB-3-1 tox, SW480 rereplic, HT1080 IDH1KD tx, ATXN2 expr inh, KB-V1 MDR tox, IL-1B inflam inh
> CC1CCC2(CC1)NC(=O)N(Cc1cc(=O)n3ccsc3n1)C2=O (configuration not stated)
    i, -7%, 0%, 0%, -8%, -11%, 1%, 0%, 14
> N#CCC(=N)N1CCN(c2cccc(Cl)c2)CC1
    ?, 14%, ?, -15%, -2%, 4%, -5%, -1%, -13
> COc1ccc(C(=O)N2c3ccccc3C(=O)OC2c2ccc3c(c2)OCO3)cc1 (configuration not stated)
    i, -1%, 4%, 2%, 5%, -3%, 23%, 4%, 8
> CCn1c(SCC(=O)NNC(=O)c2ccc(OC)cc2)nnc1-c1ccco1
    i, -14%, 0%, 0%, -70%[inhibitor], 1%, -9%, ?, 9
> Cc1ccc(S(=O)(=O)N2CCOCC2)cc1C(=O)Nc1ccncc1
    i, -1%, 1%, 2%, -7%, -1%, nt, 0%, 27
> O=C(NN1CCOCC1)c1cc(-c2ccc(Cl)c(Cl)c2)nc2ccccc12
    i, -2%, -2%, 1%, -8%, 1%, 3%, -21%, -17
> CCC(CC)C(=O)c1c[nH]c(C(=O)NCCCN2CCOCC2)c1
    ?, 0%, 0%, 0%, -4%, 5%, 7%, -13%, 23
> COc1ccc(Cl)cc1N(CC(=O)N1CCCC1)S(=O)(=O)c1ccc(C)cc1
    i, 10%, 3%, -2%, 1%, 6%, -1%, ?, 2
> Cc1ccc(C(C(=O)NCC2CCCO2)N(C(=O)c2snc(C(N)=O)c2N)c2ccccc2)o1 (configuration not stated)
    i, 9%, ?, 8%, -12%, -10%, 2%, ?, -5
> O=C(Nc1ccc(N2CCOCC2)c(Cl)c1)c1cccc(-n2cnnc2)c1
    i, 6%, 0%, 9%, -7%, 14%, 1%, 7%, -11
> Cc1cc(OCCn2ccnc2)cc(C)c1Cl
    i, -9%, -12%, -1%, -4%, -10%, nt, -1%, 20
> COc1ccc(CCNC(=O)Cc2ccc(NC3=NC4CS(=O)(=O)CC4S3)cc2)c(OC)c1 (configuration not stated)
    i, -4%, 2%, 15%, -6%, 6%, -20%, 0%, -13
